Screens from PubChem BioAssay.
ATXN viability: reduces viability in counter-screen for ATXN expression inhibitors; S2 cells (HEK-293 line with an ATXN2-luciferase reporter) viability, CellTiter-Fluor protease fluorescence, 24 h; Potency, µM (doses to about 56.7 µM), hits mostly cytotoxic; hit rate 0.49% among 400,000; AID 651635; further: potency means the concentration at half of the fitted maximal effect; nearly all actives have a fitted effect of over 40% in size
TGFb SMAD3 inh: TGF-b pathway inhibition | HepG2 CAGA-GFP TGF-b/SMAD3 reporter, GFP fluorescence, 18 h; TGF-beta stimulated, 500 pg/mL final | Potency, µM (series often up to 46.1 µM), for the others: top-dose activity, negative = inhibition, actives largely listed as inhibitors | hit rate 1.2% among 410,000; further: potency means the concentration at half of the fitted maximal effect; on the % scale 0 is the no-effect control and ±100 the full control effect; nearly all actives have a fitted effect of over 65% in size
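Smad-responsive CAGA-GFP expression was quantified in HEPG2 cells exposed to compounds and 500 pg/mL final TGF-beta for 18 h at 37 degrees C; unstimulated wells defined full inhibition.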
HepG2 viability: counter-screen for TGF-b inhibitors: cytotoxicity in HepG2 cells | Potency, µM (titrated, usually from 46.1 µM), without a hit: at the highest dose activity change, negative = cytotoxicity, actives largely listed as cytotoxic | hit rate 0.76% among 410,000 | HepG2 CAGA-GFP viability, ATP luminescence, 18 h; further: potency means the concentration at half of the fitted maximal effect; some results filed as inactive show a strong effect at the top dose
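HepG2 CAGA-GFP cells (1000/well, DMEM with 1% FBS) received compound, then TGF-beta at 500 pg/mL final, and were incubated 18 hours at 37 degrees C. Viability was read by CellTiter-Glo luminescence. Media-only wells were set as complete cell-killing and DMSO as no toxicity.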
Nrf2 ARE act: activates Nrf2 signaling. AREc32 ARE-luciferase reporter (MCF7-derived line), luminescence, 24 h. hit rate 0.31% among 410,000. Potency, µM (highest dose often 46.1 µM), inactives show top-dose activation, hits mostly activators; further: potency means the concentration at half of the fitted maximal effect; % of control where 0% means no effect; nearly all actives have a fitted effect of over 65% in size
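Each well held 1000 AREc32 cells, which were incubated with compound for 24 hr at 37 deg C after overnight attachment, and ARE reporter activity was quantified by firefly luciferase luminescence.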
A549 tox: kills or reduces viability of A549 cells in Nrf2 counter-screen; A549 ARE-Fluc cells, CellTiter-Fluor viability, 18-24 h; hit rate 0.16% among 390,000; AID 504648; Potency, µM (series often up to 46 µM), for inactives: at the highest dose activity change, negative = cytotoxicity, usual class: inhibitors; further: potency means the concentration at half of the fitted maximal effect; on the % scale 0 is the no-effect control and ±100 the full control effect
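Cytotoxicity counterscreen: CellTiter-Fluor fluorescence was measured in A549 ARE_Fluc cells after 18-24 h of compound exposure in a concentration series. The subsequent BugLite luminescent read reports ARE-luciferase activity.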
CCT chaperon mod: modulators of cytosolic chaperonin (CCT/TRiC) activity | purified chaperonin ATPase assay, HTRF ADP detection, 30 min | activity change, % (test concentration not listed), hits read low | hit rate 0.3% among 360,000; in the data active means activity change below about -30%; further: on the % scale 0 is the no-effect control and ±100 the full control effect
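Enzyme 40 or 20 nM (batch-dependent) in Tris pH 7.4/KCl/MgCl2/DTT; cpd 76 uM single point; ATP 10 uM; 30 min 37 °C; Transcreener ADP HTRF detection, 30 min RT; ratio 665/615.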
pAkt inh: inhibitors of Akt phosphorylation; Neuro2A IGF-stimulated pAkt S473 HTRF, 20 min; stronger effect = lower value; activity change, % for hits at 50 µM; hit rate 0.32% among 360,000; AID 651550; in the data active means activity change below about -80%; inconclusive means mostly about -51% to -80%; further: on the % scale 0 is the no-effect control and ±100 the full control effect
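Neuro2A cells in DMEM with 0.5% FBS, overnight at 37 deg C, given compound at single 50 µM final, then IGF (6 nM final) for 20 min at 37 deg C. Lysed; phospho-Akt Ser473 by HTRF after 24 h, 665/615 ratio.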
Mm-Cpn inhibitor: blocks the Methanococcus maripaludis chaperonin Mm-Cpn | purified Mm-Cpn ATPase, ADP Transcreener TR-FRET | Potency, µM (doses to about 76.9 µM), without a hit: at the highest dose activity, negative = inhibition, most hits filed as inhibitors | hit rate 0.031% among 330,000; further: potency means the concentration at half of the fitted maximal effect; on the % scale 0 is the no-effect control and ±100 the full control effect; nearly all actives have a fitted effect of over 80% in size
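Eu-cryptate anti-ADP/ADP-d2 competition gives a ratio inversely related to ADP. Enzyme at 25 nM was pre-exposed to compound for 10 min, then given 10 uM ATP for 30 min, 37°C throughout.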
Nrf2 inh: blocks Nrf2 signaling | AID 504444 | A549 ARE-Fluc reporter, luciferase luminescence, 18-24 h | hit rate 2.1% among 360,000 | Potency, µM (titrated, usually from 46 µM), for inactives: at the top dose activity change, negative = inhibition, actives largely listed as inhibitors; further: potency means the concentration at half of the fitted maximal effect; on the % scale 0 is the no-effect control and ±100 the full control effect; nearly all actives have a fitted effect of over 60% in size
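A549 ARE_Fluc cells, 5000/well, 5% FBS OPTI-MEM; compounds in dose-response, 18-24 h at 37 °C/5% CO2; CellTiter-Fluor viability read (Ex 405/Em 525), then BugLite luciferase luminescence = Nrf2 activity.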
The depositor's hits bear a star; [ ] = dose if it differs, or a comment. Unless noted, the call rests on the fitted dose curve; in most records, active means well fitted curve in the direction sought with a large enough effect; inconclusive means small, poorly fitted or top-dose-only effect, or another doubt; inactive means no such curve, though single readings can be large; an effect the other way counts as inactive or inconclusive.

O=C(CCc1ccccc1)OCC(=O)c1cccc([N+](=O)[O-])c1 was read as ATXN viability inactive, TGFb SMAD3 inh 10%, HepG2 viability 25%, Nrf2 ARE act -0.6%, A549 tox 4%, CCT chaperon mod -0.5, pAkt inh inactive, Mm-Cpn inhibitor 0% and Nrf2 inh 5%.
Screening O=C(O)CCc1nnc(SCC(=O)Nc2cccc(C(F)(F)F)c2)[nH]c1=O returned ATXN viability inactive, TGFb SMAD3 inh 1%, HepG2 viability -3%, Nrf2 ARE act -0.6%, A549 tox -2%, CCT chaperon mod -0.9, pAkt inh inactive, Mm-Cpn inhibitor 0% and Nrf2 inh 2%.
`CCn1c(=O)n(CC)c2cc(N3CCCC3)c(NC(=O)c3ccc(OC)c(Br)c3)cc21` gave ATXN viability inconclusive, TGFb SMAD3 inh 12%, HepG2 viability -46%, Nrf2 ARE act 2.6%, A549 tox -16%, CCT chaperon mod -4.2, pAkt inh inactive, Mm-Cpn inhibitor -2% and Nrf2 inh -16%.
`CCOCCCNCc1ccc(OCc2ccccc2Cl)cc1` gave ATXN viability inactive, TGFb SMAD3 inh inconclusive, HepG2 viability -41%, Nrf2 ARE act -0.7%[9.22 µM], A549 tox 3%, CCT chaperon mod -1.3, pAkt inh inactive, Mm-Cpn inhibitor 0% and Nrf2 inh 8%.
CCOc1ccc(NS(=O)(=O)c2cc(C(=O)N3CCN(c4ccccc4O)CC3)ccc2Cl)cc1 was read as ATXN viability inactive, TGFb SMAD3 inh inconclusive, HepG2 viability -28%, Nrf2 ARE act 0.3%, A549 tox -10%, CCT chaperon mod -1.6, pAkt inh inactive, Mm-Cpn inhibitor -5% and Nrf2 inh -17%.
OC(CSc1ccc(F)cc1)CN1CCN(c2ccccc2)CC1 (stereo unspecified) was read as ATXN viability inactive, TGFb SMAD3 inh -13%, HepG2 viability -22%, Nrf2 ARE act 1.4%, A549 tox 0%, CCT chaperon mod -4.1, pAkt inh inactive, Mm-Cpn inhibitor 0% and Nrf2 inh -17%.
`Cc1ccc(S(=O)(=O)N2CCN(S(=O)(=O)N3CCOCC3)CC2)c(C)c1` gave ATXN viability inactive, TGFb SMAD3 inh -1%, HepG2 viability 1%, Nrf2 ARE act 0.0%, A549 tox 6%, CCT chaperon mod -4.1, pAkt inh inactive, Mm-Cpn inhibitor 1% and Nrf2 inh 11%.
Screening COc1ccc(S(=O)(=O)N2CCCC2C(=O)NCc2cccs2)cc1 (stereo unspecified) returned ATXN viability inactive, TGFb SMAD3 inh 22%, HepG2 viability -23%, Nrf2 ARE act -0.2%, A549 tox -3%, CCT chaperon mod 0.2, pAkt inh inactive, Mm-Cpn inhibitor 5% and Nrf2 inh -2%.
`Cc1cc(OCC(=O)N2CCN(c3ccccn3)CC2)c(C)cc1Br` gave ATXN viability inactive, TGFb SMAD3 inh 2%, HepG2 viability -13%, Nrf2 ARE act -0.7%, A549 tox -11%, CCT chaperon mod -4.8, pAkt inh inactive, Mm-Cpn inhibitor 2% and Nrf2 inh inconclusive.
`Cn1c(-c2cc3c(C(F)(F)F)nn(C)c3s2)n[nH]c1=S` gave ATXN viability inactive, TGFb SMAD3 inh -1%, HepG2 viability 4%, Nrf2 ARE act 4.3%, A549 tox -5%, CCT chaperon mod -0.1, pAkt inh inactive, Mm-Cpn inhibitor -5% and Nrf2 inh -15%.
For Clc1cccc(-c2nc(NCC3CCCO3)c3ccccc3n2)c1 (stereo unspecified) the results were ATXN viability inconclusive, TGFb SMAD3 inh 5%, HepG2 viability -16%, Nrf2 ARE act 3.0%, A549 tox -7%, CCT chaperon mod 0.6, pAkt inh inactive, Mm-Cpn inhibitor 1% and Nrf2 inh -28%.
For C#CCOCCOCCOCCNc1nc(N2CCN(C(=O)[C@H]([C@@H](C)CC)n3cc(CCCN=C(N)N)nn3)CC2)nc(N2CCN(C(=O)[C@H](CCCCN)n3cc(CC(C)O)nn3)CC2)n1 (stereo partly specified) the results were ATXN viability inactive, TGFb SMAD3 inh 5%, HepG2 viability 9%, Nrf2 ARE act 0.8%, A549 tox -3%, CCT chaperon mod -1.5, pAkt inh inactive, Mm-Cpn inhibitor 1% and Nrf2 inh 13%.
`COc1cccc(-c2nc3nc(C)cc(C)n3c2NCc2ccccc2)c1` gave ATXN viability inconclusive, Nrf2 ARE act 5.9%, CCT chaperon mod 1.6 and pAkt inh inactive.
For CCCCOC(=O)CCc1n[nH]c(=O)[nH]c1=O the results were ATXN viability inactive, TGFb SMAD3 inh 38%[activator], HepG2 viability 11%, Nrf2 ARE act -1.0%, A549 tox 3%, CCT chaperon mod -0.8, pAkt inh inactive and Mm-Cpn inhibitor -1%.
`Cn1c(CN2CCOCC2)nc2cc(NC(=O)c3ccccc3[N+](=O)[O-])ccc21` gave ATXN viability inactive, TGFb SMAD3 inh -5%, HepG2 viability 1%, Nrf2 ARE act -0.6%, A549 tox -1% and Nrf2 inh 5%.
Screening O=C(CNC(=S)N(CCCN1CCOCC1)Cc1cccs1)NC1CCCCC1 returned ATXN viability inactive, TGFb SMAD3 inh 1%, HepG2 viability -24%, Nrf2 ARE act -0.4%, A549 tox 5%, CCT chaperon mod 1.9, pAkt inh inactive, Mm-Cpn inhibitor 1% and Nrf2 inh 7%.
Screening CCc1nc2ccccc2c2nc3ccccc3n12 returned ATXN viability inactive, TGFb SMAD3 inh -10%, HepG2 viability -29%, Nrf2 ARE act 5.5%, A549 tox -13%, CCT chaperon mod 0.9, pAkt inh inactive, Mm-Cpn inhibitor -5% and Nrf2 inh -20%.
For O=[N+]([O-])c1ccc(OCCOc2ccccc2/C=N/n2cnnc2)cc1 the results were ATXN viability inactive, TGFb SMAD3 inh 0%, HepG2 viability -2%, Nrf2 ARE act -0.3%, A549 tox inconclusive, CCT chaperon mod -0.8, pAkt inh inactive, Mm-Cpn inhibitor 2% and Nrf2 inh 4%.
`CC(C)Cn1c(SCC(N)=O)nnc1-c1cccc(S(=O)(=O)N2CCOCC2)c1` gave ATXN viability inactive, TGFb SMAD3 inh 5%, HepG2 viability -2%, Nrf2 ARE act 0.4%, A549 tox 16%, CCT chaperon mod -0.3, pAkt inh inactive, Mm-Cpn inhibitor 1% and Nrf2 inh 12%.
Screening COc1ccc(CNC(=O)CCc2ccc(S(=O)(=O)N3CCCCCC3)cc2)cc1OC returned ATXN viability inactive, TGFb SMAD3 inh 6%, HepG2 viability 1%, Nrf2 ARE act 0.0%, A549 tox 4%, CCT chaperon mod -0.9, pAkt inh inactive, Mm-Cpn inhibitor -1% and Nrf2 inh -6%.
`CCOC(=O)c1cc(C)n(S(=O)(=O)c2ccc(C)cc2)c1C` gave ATXN viability inactive, TGFb SMAD3 inh -34%, HepG2 viability -10%, Nrf2 ARE act 0.2%, A549 tox -2%, CCT chaperon mod -2.4, pAkt inh inactive, Mm-Cpn inhibitor -24% and Nrf2 inh inconclusive.
`CC(C(=O)c1ccc(-c2ccccc2)cc1)[n+]1cccc(NC(=O)c2ccccc2)c1` (stereo unspecified) gave ATXN viability inconclusive, TGFb SMAD3 inh inconclusive, HepG2 viability -28%, Nrf2 ARE act 8.6%, A549 tox 2%, CCT chaperon mod -1.8, pAkt inh inactive, Mm-Cpn inhibitor 4% and Nrf2 inh 10%.
CCOC(=O)C(CSCC(=O)c1ccc(Cl)cc1)NC(=O)OC(C)(C)C (stereo unspecified) was read as ATXN viability inactive, TGFb SMAD3 inh inconclusive, HepG2 viability -3%, Nrf2 ARE act 0.4%, A549 tox -1%, CCT chaperon mod -2.8, pAkt inh inactive and Mm-Cpn inhibitor 0%.
For COc1ccccc1CNS(=O)(=O)c1c(C)[nH]c(C)c1C(=O)N1CCCC1 the results were ATXN viability inactive, TGFb SMAD3 inh 8%, HepG2 viability -44%, Nrf2 ARE act -0.4%, A549 tox 0%, CCT chaperon mod -0.6, pAkt inh inactive, Mm-Cpn inhibitor 0% and Nrf2 inh 0%.
For Cc1cccnc1NC(=O)C1CCN(S(=O)(=O)c2cccs2)CC1 the results were ATXN viability inactive, TGFb SMAD3 inh 7%, HepG2 viability -4%, Nrf2 ARE act -0.6%, A549 tox -4%, CCT chaperon mod -2.8, pAkt inh inactive, Mm-Cpn inhibitor 1% and Nrf2 inh 13%.
For N/C(=N\OC(=O)c1ccc(Cl)cc1)c1ccc(Cl)cc1 the results were ATXN viability inactive, TGFb SMAD3 inh 20%, HepG2 viability -1%, Nrf2 ARE act 4.8%, A549 tox -2%, CCT chaperon mod -2.0, pAkt inh inactive and Mm-Cpn inhibitor 3%.
Screening COc1ccc(CN2CCN(Cc3ccc(C(F)(F)F)cc3)CC2)c(OC)c1 returned ATXN viability inconclusive, TGFb SMAD3 inh inconclusive, HepG2 viability -63%, Nrf2 ARE act 1.0%, A549 tox -8%, CCT chaperon mod 2.7, pAkt inh inactive, Mm-Cpn inhibitor -1% and Nrf2 inh 8%.
For COc1ccccc1N1CCN(C(=O)CSc2nc3ccccc3nc2N2CCC(C)CC2)CC1 the results were ATXN viability inactive, TGFb SMAD3 inh 2%, HepG2 viability -4%, Nrf2 ARE act -0.8%, A549 tox 2%, CCT chaperon mod -0.9, pAkt inh inactive, Mm-Cpn inhibitor -5% and Nrf2 inh inconclusive.
Screening Cc1ccc(OC(C)C(=O)N(C)Cc2ccccc2)c([N+](=O)[O-])n1 (stereo unspecified) returned ATXN viability inactive, TGFb SMAD3 inh 0%, HepG2 viability 0%, Nrf2 ARE act -0.2%, A549 tox 5%, CCT chaperon mod 0.1, pAkt inh inactive, Mm-Cpn inhibitor 0% and Nrf2 inh -14%.

Rows were taken by chance; about 4.4% have a hit in one of these screens.
